Bioassay records from PubChem BioAssay.
UTI89 phage lysis: inhibition of K1F phage lysis, E. coli UTI89, bacterial capsule biogenesis inhibitors, alamar blue (AID 488966). inhibition, % at 100 µM, or IC50 in µM where a hit was titrated. E. coli UTI89 K1F phage lysis, alamar blue, 2 h; higher % means a stronger effect. hit rate 0.02% among 340,000;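 active means phage lysis inhibition, versus mean bacterial control, above a set limit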;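 further: capsule biogenesis inhibitors block K1F phage lysis so surviving cells raise fluorescence; higher fluorescence means more inhibition of phage lysis; actives were called in the ten point dose series up to 300 µM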
* = called active by the depositor; & = joins results of further samples; [ ] = dose if it differs, or a comment. These rows are one share of the data (hit frequency here may not be typical).

canonical_smiles,UTI89 phage lysis
Cc1ccc2c(c1)N(CC(=O)NCC1CCCO1)C(=O)CO2 (stereo not given),0.3%
CC1CCCC(C)N1C(=O)CN1C(=O)c2ccccc2S1(=O)=O (stereo not given),0.2%[50 µM]
CCN1CCN(c2ccc(S(=O)(=O)N3CCCCC3)cc2NC(=O)COc2ccc(Cl)c(C)c2)CC1,-1.1%[50 µM]
CC1CCCN(C(=O)COC(=O)c2ccc3[nH]c4c(c3c2)CCCC4)C1 (stereo not given),1.5%[50 µM]
COc1ccc(CN2C(=O)c3cccnc3C2=O)cc1S(=O)(=O)N1CCCCC1C (stereo not given),0.3%
COc1cccc(NC(=O)CN(C)C(=O)CNC(=O)c2ccccc2F)c1,0.0%
CCn1cc(CN2CCC(n3nccc3NC(=O)CCOc3ccccc3)CC2)c(C)n1,0.2%
Cc1cc(=O)oc2cc(OCCc3ccccc3)ccc12,-0.2%
COc1ccc(C(=O)NC(=O)CSc2nc3nc(C)cc(C)n3n2)cc1,0.8%[50 µM]
COc1ccccc1C(=O)Nc1ccc(OCC(=O)N2C(C)CCCC2C)cc1 (stereo not given),-0.7%

Reprinted from the part before: 5 entries; new compounds follow.
canonical_smiles,UTI89 phage lysis
COc1cccc(NC(=O)CN(C)C(=O)CNC(=O)c2ccccc2F)c1,0.0%
CCn1cc(CN2CCC(n3nccc3NC(=O)CCOc3ccccc3)CC2)c(C)n1,0.2%
Cc1cc(=O)oc2cc(OCCc3ccccc3)ccc12,-0.2%
COc1ccc(C(=O)NC(=O)CSc2nc3nc(C)cc(C)n3n2)cc1,0.8%[50 µM]
COc1ccccc1C(=O)Nc1ccc(OCC(=O)N2C(C)CCCC2C)cc1 (stereo not given),-0.7%
Cc1ccc(NC(=O)c2ccc(NC3=NC4CS(=O)(=O)CC4S3)cc2)cc1 (stereo not given),0.2%
Cc1cc(NS(=O)(=O)c2cccc([N+](=O)[O-])c2)no1,-0.2%
O=C1C=CC(=Nc2ccc3c(c2)Cc2ccccc2-3)O1,-2.4%
COc1cccc(NC(=O)CC2Oc3ccccc3NC2=O)c1 (stereo not given),-0.1%
COc1cccc(C(CNC(=O)C(c2ccccc2)c2ccccc2)N(C)C)c1 (stereo not given),0.3%
COc1cc(CN2CCCC(CO)(Cc3ccccc3)C2)ccc1O (stereo not given),-0.7%
COC1OC2COC(c3ccccc3)OC2C(O)C1NC(C)=O (stereo not given),1.4%
COc1ccc(-c2nc(C#N)c(N3CCCCC3)o2)cc1,-0.1%
O=C(CCSCCC(=O)NN=Cc1ccccc1)NN=Cc1ccccc1,8.2%
Cc1ccccc1C(=O)Nc1ccc(N2CCN(C(=O)c3ccco3)CC2)cc1,-0.3%
COc1ccc(OC2CCN(S(=O)(=O)c3ccc(C(C)=O)cc3)CC2)cc1,-0.1%
O=C(CCc1nc2ccccc2c(=O)[nH]1)N1CCN(c2ccccc2Cl)CC1,0.6%
NS(=O)(=O)Cc1noc2ccccc12,0.1%&0.8%
CCS(=O)(=O)c1nc(S(=O)(=O)c2ccc(Cl)cc2)c(NCCCN2CCCC2=O)s1,0.1%
Nn1c(SCC(=O)Nc2nccs2)nnc1-c1cccnc1,0.5%[50 µM]
COc1ccc(NC(=O)CCCn2cnc3ccccc3c2=O)c(OC)c1,0.0%
CCOc1cc(N2CCOCC2)c(OCC)cc1NC(=O)COC(=O)CCOc1ccc(C(C)(C)C)cc1,0.8%[50 µM]
CCCNC(=O)C(Cc1ccccc1F)NC(=O)c1ccc(C#N)cc1 (stereo not given),2.3%
CC1CCCN(C(=O)COC(=O)CNC(=O)c2ccc(Br)cc2)C1 (stereo not given),-0.4%
C=CCC1(CC=C)CCCN1C(=O)c1cc(COc2ccc(F)c(F)c2)on1,1.1%
COc1ccc(CCNS(=O)(=O)CCNC(=O)c2ccc3c(c2)OCO3)cc1OC,1.4%[50 µM]
O=C1ON=C(c2ccccc2)/C1=C/c1ccc(O)c(O)c1,0.9%
Cc1cc(C)c(S(=O)(=O)N2CCN(C(=O)c3cc4ccccc4o3)CC2)c(C)c1,1.1%[50 µM]
C=CCSc1nc2sc3c(c2c(=O)[nH]1)CC(C)(CC)OC3 (stereo not given),-0.2%
C=C1CC[C@@H]2[C@](C)(CCC[C@@]2(C)/C=C/[C@@H](O)C(C)(C)O)[C@H]1CC(=O)NCCS(=O)(=O)O,0.2%
CC1CCCN(C(=O)COC(=O)CSc2ccc(C(N)=O)cc2[N+](=O)[O-])C1 (stereo not given),0.6%[50 µM]
COc1cc(C(=O)OC(C)CN2CCCCC2)cc(OC)c1OC (stereo not given),2.0%
COc1ccccc1OCCNc1ccc(S(=O)(=O)N2CCCC2)cn1,0.4%[50 µM]
CCC(C)N(C(=O)CSc1nc(-c2cccs2)nc2ccccc12)C1CCS(=O)(=O)C1 (stereo not given),-0.5%[50 µM]
CCCn1c(=O)n(C)c(=O)c2c(SCC(=O)Nc3cc(C)on3)nc(C(C)(C)C)nc21,0.6%[50 µM]

Continued, starting with the last two of the part before.
canonical_smiles,UTI89 phage lysis
CCC(C)N(C(=O)CSc1nc(-c2cccs2)nc2ccccc12)C1CCS(=O)(=O)C1 (stereo not given),-0.5%[50 µM]
CCCn1c(=O)n(C)c(=O)c2c(SCC(=O)Nc3cc(C)on3)nc(C(C)(C)C)nc21,0.6%[50 µM]
COc1ccc(NC(=O)Nc2ccc3c(c2)C(=O)N([C@@H](C)CO)C[C@@H](C)[C@@H](CN(C)S(=O)(=O)c2cn(C)cn2)O3)cc1,0.2%
COc1cccc(C2C(C(=O)c3cccs3)=C(O)C(=O)N2CCN2CCOCC2)c1OC (stereo not given),0.1%
CCOc1ncccc1C(=O)Nc1ccc2nc(C)sc2c1,0.3%
CSc1ccc(NC(=O)CSc2nc3[nH]c(=O)cc(O)c3s2)cc1,0.1%[50 µM]
CN(C)S(=O)(=O)N1CCC(Oc2ccc(C(=O)N3C[C@@H]4CCC[C@H]3C4)cc2)CC1,-0.2%[50 µM]
Cc1ccc(CN2CC(C(=O)N3CCN(S(=O)(=O)c4ccc(C)cc4C)CC3)CC2=O)cc1 (stereo not given),0.8%[50 µM]
CC(Oc1cc2oc(=O)c3c(c2cc1Cl)CCCC3)C(=O)NCCN1CCOCC1 (stereo not given),-0.4%
CCN(C(=O)COC(=O)c1c2c(nc3ccccc13)CCC2)c1c(N)n(Cc2ccccc2)c(=O)[nH]c1=O,0.0%
C#CC1(O)CCCC2C3CCC4CC(OC(C)=O)CCC4(C)C3C(=O)CC21C (stereo not given),-4.4%
O=S1(=O)CCOC[C@H](Cc2ccccc2)N1Cc1cccc(Cl)c1,-0.1%

Next compounds follow.
smiles,UTI89 phage lysis
Clc1cccc(Cl)c1C[n+]1cccc2ccccc21,0.2%
CCN(CC)c1ccc(S(=O)(=O)N2CCOCC2)cc1NC(=O)Cn1nc(C)c([N+](=O)[O-])c1C,0.4%[50 µM]
CCn1nc(NC(C)=O)c2cc3ccc(C)cc3nc21,0.7%
CCCCCCc1cc2cc(/C(N)=N/NC(=O)c3ccncc3)c(=O)oc2cc1O,-1.1%
CCn1cc(C(=O)NCC(C)C)c(=O)c2cc(F)c(N3CCN(C(=O)c4ccco4)CC3)cc21,1.3%
CCOc1ccc(Br)cc1C1=NN(C(C)=O)C(c2ccc([N+](=O)[O-])s2)O1 (stereo not given),0.2%
COc1ccc(NC(=O)C2CC(c3cccc(Br)c3)=NO2)cc1OC (stereo not given),-2.3%
CC[C@]12C(=O)N(C)C[C@H]([C@@H]3C(=O)N(C)C(=O)[C@@H]31)N2C(=O)c1ccc(Br)cc1,1.5%
Cc1ccc(CNC(=O)COC(=O)c2ccc(S(=O)(=O)NCc3ccco3)cc2)cc1,1.3%[50 µM]
CC(C)NC(=O)N(C)C[C@H]1Oc2ccc(NS(=O)(=O)c3ccccc3)cc2C(=O)N([C@H](C)CO)C[C@H]1C,0.6%
CN(CC(=O)Nc1ccccc1C(F)(F)F)C(=O)c1ccc2c(=O)n3c(nc2c1)CCC3,0.1%[50 µM]
COc1ccc(NC(=O)COC(=O)c2ccc(-n3cnnn3)cc2)cc1Cl,0.3%[50 µM]
O=C1CC(C(=O)N2CCCc3ccccc32)CN1c1ccc(F)cc1 (stereo not given),0.3%
Cc1ccccc1NC(=O)Cc1nc(COC(=O)Cc2c(F)cccc2Cl)cs1,0.1%[50 µM]
CCOc1ccc(N(CC)C(=O)c2cn(CC)c(=O)c3cc(OC)c(OC)cc23)cc1,0.1%
O=C(COc1ccc(Cl)cc1)NCCCNC(=O)c1ccccn1,0.2%
COc1ccc(N(S(=O)(=O)c2ccccc2)S(=O)(=O)c2ccccc2)c(N)c1,0.1%
Cc1cccc(NC(=O)CCN2C(=O)c3ccccc3S2(=O)=O)c1C,0.7%
CC(=O)Nc1ccc(SCCN2CC[C@@H](C)CCC2=O)cc1,-0.1%
COc1cc(C2/C(=C(\O)c3ccc4c(c3)OCCO4)C(=O)C(=O)N2Cc2ccco2)ccc1O (stereo not given),0.1%
Cc1ccc(C2=NN(CCC#N)C(=O)CO2)cc1,0.3%
COc1ccc(-c2noc(CN(C)C(=O)c3ccco3)n2)cc1,-0.1%
Cc1cc(C)n(C(=O)CNC(=O)c2ccccc2Br)n1,1.9%
O=C1NC(=Nc2cccc([N+](=O)[O-])c2)SC1(CO)CO,1.1%[50 µM]
CN(C(=O)CSc1cccc[n+]1[O-])C1CCCCC1,0.6%[50 µM]
c1ccc2ncccc2c1,3.9%
O=C(O)COc1ccc(S(=O)(=O)N2CCCC2)cc1,0.4%
COc1cc(/C=C/C(=O)c2ccc3c(c2)OCO3)cc(OC)c1OC,0.4%[50 µM]
CCCCc1c(O)nc(SCC(=O)N2CCOCC2)n(-c2ccccc2OC)c1=O,-0.3%
Cc1ccc(S(=O)(=O)NNC(=O)/C=C/c2cccc(F)c2)cc1,-0.2%

Of the compounds above, these contain an NH in an aromatic ring:
smiles,UTI89 phage lysis
CC1CCCN(C(=O)COC(=O)c2ccc3[nH]c4c(c3c2)CCCC4)C1 (stereo not given),1.5%[50 µM]
O=C(CCc1nc2ccccc2c(=O)[nH]1)N1CCN(c2ccccc2Cl)CC1,0.6%
C=CCSc1nc2sc3c(c2c(=O)[nH]1)CC(C)(CC)OC3 (stereo not given),-0.2%
CSc1ccc(NC(=O)CSc2nc3[nH]c(=O)cc(O)c3s2)cc1,0.1%[50 µM]
CCN(C(=O)COC(=O)c1c2c(nc3ccccc13)CCC2)c1c(N)n(Cc2ccccc2)c(=O)[nH]c1=O,0.0%

Carrying on:
smiles,UTI89 phage lysis
CCc1ccc(NC(=O)CCC(=O)Nc2nnc(C(F)(F)F)s2)cc1,0.1%
Cc1cnc(C(=O)OCc2cc(=O)n3c(C)cccc3n2)cn1,-2.6%
c1ccc(-c2nnnn2-c2ccccn2)cc1,-1.3%
COc1ccccc1N(CC(=O)NC1CCCCC1)C(=O)CCC(=O)Nc1nccs1,-0.1%
CCCn1c(N)c(N(CCOC)C(=O)c2ccc(F)cc2)c(=O)[nH]c1=O,0.3%
Cc1cc(C)c2nc(N(CCCN(C)C)C(=O)c3ccc(S(=O)(=O)N4CC(C)OC(C)C4)cc3)sc2c1 (stereo not given),0.7%[50 µM]
c1ccc(CCCN2CCN(c3ccccc3)CC2)cc1,0.1%
Cc1ccc(Cl)cc1NS(=O)(=O)c1cc2[nH]c(=O)c(=O)[nH]c2cc1C,0.2%
CC(C)Oc1ccc(S(=O)(=O)N2CCOCC2)cc1NC(=O)C1CCCCC1,0.3%[50 µM]
O=C(NCC(c1ccco1)N1CCc2ccccc2C1)c1c(F)cccc1F (stereo not given),0.6%[50 µM]
Cc1nc(SCC(=O)N2CCOCC2)c2c3c(sc2n1)CCC3,-3.1%
CC(OC(=O)c1ccc(-n2cnnn2)cc1)C(=O)Nc1ccc(F)c(F)c1F (stereo not given),0.8%[50 µM]
CC(C)N(C(=O)[C@H]1CC(CC(=O)NCC23CC4CC(CC(C4)C2)C3)C(=O)N2CCc3c([nH]c4ccccc34)[C@]12C)C(C)C (stereo not given in full),0.3%
O=C(Nc1ccc(Oc2ccccc2)nc1)C1CCCCN1Cc1cccc(O)c1 (stereo not given),-0.1%
COc1cccc(NC(=O)CN(C)C(=O)CC2CC3CCC2C3)c1 (stereo not given),0.4%[50 µM]
CC(NC(=O)COC(=O)/C=C/c1cccc(F)c1)c1ccccc1 (stereo not given),0.8%[50 µM]
O=C(NCCN1CCNC1=O)C1CCC(=O)N(CCc2ccc(Cl)cc2)C1 (stereo not given),-8.1%
O=C(NC(=S)Nc1cc([N+](=O)[O-])ccc1O)C1CC1,0.0%[50 µM]
CCC(=O)c1ccc(OCC(=O)OCC(=O)NCC2CCCO2)cc1 (stereo not given),0.0%
COc1cccc(-c2nnc(NC(=O)CCS(=O)(=O)c3ccc(C)cc3)o2)c1,1.0%[50 µM]
Cc1ccc(C(C(=O)NC(C)(C)C)N(Cc2ccco2)C(=O)CCC(=O)Nc2ccccn2)cc1 (stereo not given),-0.2%
N#CCC(=O)Nc1ccc(C(=O)NCC2(N3CCOCC3)CCCCC2)cc1,0.0%[50 µM]
CCc1nnc(NS(=O)(=O)c2ccc(NC(=O)CCC(=O)O)cc2)s1,0.1%
CC(C)[C@H](NC(=O)C1CCN(S(=O)(=O)c2ccc(F)cc2)CC1)C(=O)NCc1ccco1,0.1%
CN(CC(=O)NCc1ccc2c(c1)OCO2)S(=O)(=O)c1ccc(Cl)cc1,0.9%[50 µM]
O=C(N/N=C/c1cccs1)c1cc(-c2ccc(Cl)s2)[nH]n1,0.3%
CCCn1cnc2scc(-c3ccc(C)c(C)c3)c2c1=O,0.1%
COCCNC(=O)C1CCC(CNS(=O)(=O)c2ccc(F)cc2)CC1 (stereo not given),0.0%
O=C(CCNC(=O)c1ccc(Br)cc1)Nc1nc2ccccc2[nH]1,0.9%[50 µM]
O=C(c1cccs1)c1sccc1Cc1ccccc1,-1.7%
O=C(NCc1ccc2c(c1)OCO2)c1c(Cl)cccc1Cl,-1.9%
CCCCCN(C(=O)CCC(=O)OCC(=O)c1ccc(C(C)(C)C)cc1)c1c(N)n(CCCC)c(=O)[nH]c1=O,0.5%[50 µM]
